# Screening data: PubChem BioAssay, several laboratories
# SUMO Mot1 rescue: blocks SUMOylation pathway, rescuing yeast Mot1-301 growth | S. cerevisiae Mot1-301 growth rescue, ATP luminescence, 38.5C; percent above DMSO median, 100 means doubled | growth rescue, % at 18.8 µM | actives 1% (n = 320,000) | AID 2716;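 active = every valid replicate shows activation above 250% relative to neutral control wells; inactive = the rest, any valid replicate at or below 250%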;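 note: OY570 slx delta 5 strain wells were the positive control but not used for scaling; some compounds called inactive have numbers as strong as hits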
# PKA-R2B act: activates the human PKA-R2B holoenzyme complex; actives 0.079% (n = 340,000); AID 504700; activation, % at 11.4 µM; P22694+P31323; PKA-R2B holoenzyme dissociation, Cy5-IP20 fluorescence polarization; R2B truncated from residue 108, S112A mutant; 0% DMSO only, 100% 113 µM cGMP;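 active = activation above a cutoff set at the mean over all compounds plus 3 SD, cut at about 18% in these data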;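 note: higher means more holoenzyme dissociation and a rise in polarization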
# Target sequence (P31323 whole entry, looked up, other chains not shown, the tested form may be a part): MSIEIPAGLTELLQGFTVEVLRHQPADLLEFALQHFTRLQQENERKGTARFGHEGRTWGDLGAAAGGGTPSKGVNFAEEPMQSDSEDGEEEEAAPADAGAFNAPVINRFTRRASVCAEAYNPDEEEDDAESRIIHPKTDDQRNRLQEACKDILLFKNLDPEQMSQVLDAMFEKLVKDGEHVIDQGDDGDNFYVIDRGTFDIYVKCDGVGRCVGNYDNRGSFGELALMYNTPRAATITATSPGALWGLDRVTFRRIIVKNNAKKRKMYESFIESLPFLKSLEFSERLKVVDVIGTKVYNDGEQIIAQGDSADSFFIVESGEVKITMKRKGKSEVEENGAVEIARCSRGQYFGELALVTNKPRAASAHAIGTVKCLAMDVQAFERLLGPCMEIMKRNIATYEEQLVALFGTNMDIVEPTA
# DSG3 Ab inh: inhibitors of pemphigus antibody binding to human desmoglein-3 | P32926 | DSG3-coupled beads, scFv-anti-DSG3-GFP binding, flow cytometry; hits give low values | binding (percent of control), % at 10 µM | actives 0.48% (n = 310,000) | AID 588358;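 active = binding more than 3 SD below its plate's average and above zero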;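 note: hits lower antibody fragment binding to DSG3; some compounds called inactive have numbers as strong as hits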
# SR-BI HDL uptake: mouse SR-BI HDL lipid transfer inhibition. AID 488896. ldlA[mSR-BI] CHO cells, DiI-HDL uptake fluorescence, 3 h. actives 0.96% (n = 320,000). inhibition, % at 12.5 µM. Q61009;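 active = mean replicate inhibition of at least 70% and a set share of replicates each scoring 70 or more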;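 note: 0% = median of neutral control wells and 100% = median of positive control wells; values of inactives mirror those of a sister screen read the other way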
# SR-BI uptake up: activators of SR-BI mediated HDL lipid uptake | AID 504775 | CHO ldlA[mSR-BI] cells, DiI-HDL uptake fluorescence, 3 h; 100 = double the neutral-control signal | actives 0.096% (n = 320,000) | activation, % at 12.5 µM;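 active = mean replicate activation of at least 60% and every replicate at or above 60%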;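 note: 0% = median plate neutral-control signal and 100% = twice that signal; values of inactives mirror those of a sister screen read the other way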
#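 system = CHO ldlA[mSR-BI] cells, LDL receptor-null, SR-BI overexpressing | medium = Ham's F12 with 0.5% BSA, HEPES 25 mM, pH 7.4 | probe or stimulus = DiI-HDL 10 µg/mL | compound dosing = single-point compound dose | incubation = compound exposure 3 h, 37 °C | technique = DiI fluorescence, bottom read | read-out = cell-associated DiI fluorescence as measure of HDL uptake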
# dFosB act: enhances mouse delta FosB homodimer DNA binding | purified delta FosB, TAMRA-CDK5 oligo fluorescence polarization; percent of positive-control signal above neutral wells | actives 0.99% (n = 340,000) | P13346 | activation, % at 25 µM;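 active = mean activation above about 17%, with every replicate also reaching it, limit read from the data, passing the limit was not always enough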;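 note: fluorescence polarization rise as delta FosB binds a TAMRA Cdk5 AP-1 oligo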
# Target sequence (P13346 whole entry, looked up): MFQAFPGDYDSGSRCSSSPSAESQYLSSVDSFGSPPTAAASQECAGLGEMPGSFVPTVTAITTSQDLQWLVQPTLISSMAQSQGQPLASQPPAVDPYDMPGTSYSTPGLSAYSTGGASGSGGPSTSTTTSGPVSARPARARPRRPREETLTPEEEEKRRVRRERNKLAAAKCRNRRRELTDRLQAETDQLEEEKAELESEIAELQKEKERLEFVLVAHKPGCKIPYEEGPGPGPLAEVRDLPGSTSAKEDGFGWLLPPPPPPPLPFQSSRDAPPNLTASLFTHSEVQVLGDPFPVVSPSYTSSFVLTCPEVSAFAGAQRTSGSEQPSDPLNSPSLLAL
# PKA-R1A activ: activators of PKA-R1A complex; P00514+P68181; PKA-R1A dissociation, Cy5-IP20 fluorescence polarization; scaled: DMSO 0%, 113 µM cGMP 100%; activation, % at 11.4 µM; actives 0.083% (n = 340,000); AID 504707;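 active = percent activation above the mean of all tested compounds plus 3 SD, cut at about 19% in these data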;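 note: higher means more PKAc released from R1A so a rise in polarization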
# MITF TRPM1 HTS: MITF TRPM1 promoter activation in melanoma cells; SK-MEL-5 TRPM1-promoter luciferase, 24 h; % of positive control, neutral wells = 0; activation, % at 12.5 µM; actives 0.75% (n = 300,000);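 active = mean activation of at least 80% with every replicate also reaching 80%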;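 note: 0% = neutral control wells and 100% = parthenolide positive control wells; values of inactives mirror those of a sister screen read the other way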
# Arrestin-AP2 inh: inhibitors of human beta-arrestin and AP2 interaction. FITC-arrestin peptide / GST-AP2 beads, flow cytometry; AP2 beta2 appendage carries R879A mutation. inhibition, % at 10 µM. actives 0.31% (n = 340,000);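 active = inhibition above a set limit, near 3 SD of compounds lacking own fluorescence, cut at about 54% in these data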;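 note: plate controls were DMSO wells for no effect and 5 µM unlabelled arrestin peptide for full effect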
#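 Material – AP2 appendage R879A on GSH beads · Buffer or medium – PBS with 0.05% Tween 20 and 0.1% BSA · Probe or stimulus – fluorescein-tagged arrestin peptide at 50 nM final · Incubation – compound with beads 12 min RT, then probe 1 h RT · Detection – high-throughput flow cytometry of beads, ex 488, em 535 nm · Evaluation – percent response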
# NSD2 inh: inhibitors of human histone methyltransferase NSD2 | O96028 | NSD2 peptide methylation, AlphaScreen, 120 min | inhibition, % at 12.5 µM | actives 0.54% (n = 310,000) | AID 743445; in the data active = inhibition above about 50%
# CDK5 inh: inhibitors of human CDK5/p35 kinase. inhibition, % at 10 µM. Recombinant CDK5/p35, ADP-Glo luminescence, 60 min. actives 0.01% (n = 330,000). Q00535+Q15078. AID 488839;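 active = highest replicate inhibition of at least 50% and at least 75% of replicates reaching 50%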;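 note: plate controls were DMSO neutral control for no effect and GW8510 at 10 µM for full effect; many of its hits are not listed in these tables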
# Starred values were filed as active, the others as inactive; . = no result given.
SMILES,SUMO Mot1 rescue,PKA-R2B act,DSG3 Ab inh,SR-BI HDL uptake,SR-BI uptake up,dFosB act,PKA-R1A activ,MITF TRPM1 HTS,Arrestin-AP2 inh,NSD2 inh,CDK5 inh
CC1(C)Cc2c(cnn2-c2ccc(F)cc2)C(NC(=O)c2ccc(=O)oc2)C1 (centres undefined),0,3,.,19,-19,-10,2,8,-2,2,-1.1
Cc1oc2cc3oc(=O)c(CC(=O)NCC(=O)N[C@@H](C(=O)O)c4ccccc4)c(C)c3cc2c1C,8,-7,107,1,-1,-7,1,11,-4,.,-0.1
Cc1ccc(Cl)c(OCC(=O)Nc2ccccc2N2CCCCC2)c1,2,6,99,37,-37,-10,-2,-4,-5,-2,0.0
O=C(O)C1(P(=O)(c2ccccc2)c2ccccc2)CCCC1,13,-11,90,.,.,-3,3,5,2,1,-1.1
O=S(c1ccccc1O)S(=O)c1ccccc1O (centres undefined),.,-3,84,35,-35,-12,4,1,-3,17,-0.6
Cc1nc2c3cc(F)ccc3n(CCN3CCCCC3)c2s1,.,4,111,38,-38,9,-4,-15,-9,.,1.7
O=C(NCC(c1ccc(F)cc1)N1CCOCC1)c1ccco1 (centres undefined),-1,-3,101,-18,18,-4,-5,0,-5,-1,0.7
COc1ccccc1NC(=O)c1cc2c(CO)cnc(C)c2oc1=Nc1cc(OC)c(OC)c(OC)c1,-19,12,102,-1,1,-17,-1,-2,20,-2,-0.6
CCOc1ccccc1CNC(=O)C1CCCN(c2nnc(C)c3c(C)n(-c4ccccc4)nc23)C1 (centres undefined),9,-1,105,2,-2,6,0,-81,10,-2,-0.7
CCCOC(=O)c1c(NC(=O)CCCn2nc([N+](=O)[O-])cc2C)sc(C(=O)OC)c1C,-1,0,128,63,-63,-2,-10,9,1,-2,0.1
Cc1ccc2nc(Nc3ccccc3)cc(C)c2c1,76,-7,133,44,-44,-5,2,.,12,0,0.8
COc1ccccc1N1CCN(C(=O)CN(CCc2ccccc2)S(C)(=O)=O)CC1,120,-5,103,39,-39,0,5,-5,3,-1,1.0
CCn1cc(CN2CCc3c([nH]c4ccccc34)C2c2cccc(O)c2)c(C)n1 (centres undefined),0,0,109,17,-17,-6,6,-27,17,3,-2.3
CCN(CC)CC#CCC(O)(c1ccccc1)C1CCCC1 (centres undefined),5,6,122,2,-2,-10,-9,9,17,5,-0.7
Cc1ccc(OCCNCc2ccccc2)c(C)c1,5,-1,100,14,-14,-3,-8,-48,-23,8,-1.5
CC(C)(C)OC(=O)N[C@H]1C=C[C@H](OC(=O)CC(=O)OCC(F)(F)F)C1,.,-6,98,-12,13,-2,-1,12,-18,.,-0.5
Cc1cc(C)cc(NC(=O)c2ccc3nc[nH]c3c2)c1,-9,-2,83,56,-56,-10,5,29,-2,-2,0.6
O=C(CSc1nnnn1-c1ccc2c(c1)OCO2)NCc1cccs1,-17,12,98,.,.,-3,-3,6,28,-2,-0.5
COc1cccc(NC(=O)CSc2nc(=O)n(Cc3ccncc3)c3c2CCCC3)c1,-9,-12,95,29,-29,-3,6,-15,-1,-1,1.5
CC1=NNC(=O)/C1=C\c1cn(-c2ccccc2)nc1-c1ccc(F)cc1,.,-4,118,32,-32,-13,-10,-92,42,.,0.6
CC(C)(C)NC(=O)C1CCC(CNc2c(N3CCCCC3)c(=O)c2=O)CC1 (centres undefined),-6,-9,93,-7,7,-3,-5,-4,5,24,-1.5
O=C(NCCc1ccccc1)C1CCN(S(=O)(=O)c2ccc(Br)s2)CC1,0,0,117,-8,8,-1,8,3,13,-2,-0.9
c1ccc(-c2csc3ncnc(NCC4COc5ccccc5O4)c23)cc1 (centres undefined),25,-13,105,-20,20,0,3,-41,-7,1,2.3
CCOC(=O)N1CCC(n2c(SCC(=O)NCCc3ccc(S(N)(=O)=O)cc3)nc3ccccc3c2=O)CC1,-8,-9,97,-16,16,-2,5,1,10,0,0.3
CC(C)(O)C#Cc1ccc(C(=O)Nc2ccc3c(c2)OCO3)s1,-13,-2,97,-3,3,1,-3,47,49,-1,2.7

# 3 records drawn at random from those above:
SMILES,SUMO Mot1 rescue,PKA-R2B act,DSG3 Ab inh,SR-BI HDL uptake,SR-BI uptake up,dFosB act,PKA-R1A activ,MITF TRPM1 HTS,Arrestin-AP2 inh,NSD2 inh,CDK5 inh
Cc1ccc(Cl)c(OCC(=O)Nc2ccccc2N2CCCCC2)c1,2,6,99,37,-37,-10,-2,-4,-5,-2,0.0
O=C(NCC(c1ccc(F)cc1)N1CCOCC1)c1ccco1 (centres undefined),-1,-3,101,-18,18,-4,-5,0,-5,-1,0.7
O=C(CSc1nnnn1-c1ccc2c(c1)OCO2)NCc1cccs1,-17,12,98,.,.,-3,-3,6,28,-2,-0.5

# The listing continues:
SMILES,SUMO Mot1 rescue,PKA-R2B act,DSG3 Ab inh,SR-BI HDL uptake,SR-BI uptake up,dFosB act,PKA-R1A activ,MITF TRPM1 HTS,Arrestin-AP2 inh,NSD2 inh,CDK5 inh
COc1ccc(NC(=O)COC(=O)c2cnccn2)cc1Cl,-4,-6,99,-8,8,4,-1,8,-2,0,0.5
COc1ccc(-c2c(C)n([O-])c(C)c(C)[n+]2=O)cc1,72,-14,.,-48,48,4,-21,-1,6,3,-1.0
O=C(COC(=O)c1ccc(Cl)nc1)NCCNC(=O)COC(=O)c1ccc(Cl)nc1,262,0,97,-26,26,-3,-1,4,-9,-3,0.3
COc1cccc(N2CCN(C(=O)CCc3nnc4ccc(N5CCCC5)nn34)CC2)c1,-15,10,.,-1,1,0,-3,-7,-13,2,4.2
COc1ccc(Oc2cnn(-c3ccccc3)c(=O)c2Br)cc1,5,-17,102,-9,9,-12,1,-1,0,-3,1.6
O=C(Nc1cccc(F)c1)C1CCCN1C(=O)OCc1ccccc1 (centres undefined),15,2,.,2,-2,-4,2,1,29,-5,0.9
CCOC(=O)C1(Cc2cccc(Cl)c2)CCCN(C(=O)CN2C(=O)CSC2=O)C1 (centres undefined),-8,-11,110,1,-1,-14,-2,9,62*,-2,-1.2
COCCNC(=O)C(=O)NCCN1CCNCC1,3,-8,95,2,-2,5,-5,12,-12,-1,0.0
O=C(Nc1ccc(F)cc1F)c1csc(-c2ccncc2)n1,6,5,104,-9,9,-18,2,3,-9,-3,-3.2
CCOC(=O)C1=C(N)N(c2ccccc2Oc2ccccc2)C(=O)C1,-10,-6,122,-15,15,0,-7,-2,-1,-1,0.1
CCOC(=O)c1c(-c2ccc(C)o2)csc1NC(=S)NC(=O)c1ccccc1Br,11,-11,99,18,-18,-15,-5,-4,23,0,-0.4
CC(=O)Nc1ccc(NC(=O)CSc2ccc(C(F)(F)F)cc2[N+](=O)[O-])cc1,19,-5,78,4,-4,-2,-6,-4,22,-1,-0.2
CCCOn1nnnc1-c1ccccc1,-12,5,96,-12,12,-4,-9,-3,19,0,0.0
CCOc1[nH]n(-c2ccccc2)c(=O)c1C=Nc1ccc(Cl)cc1,-6,-3,110,66,-66,0,-11,-2,7,-1,-1.1
CCc1cc(C(=O)N2CCc3c([nH]c4ccccc34)C2c2ccc(OC)cc2F)no1 (centres undefined),-27,-11,104,7,-7,-5,-9,-6,8,-2,-6.8
COc1cc([N+](=O)[O-])ccc1NC(=O)CC(C)C,6,-1,115,7,-7,7,1,-7,-2,0,-0.6
CCc1ccc(NS(=O)(=O)c2ccc3c(c2)CCN3C(=O)CCC(=O)O)cc1,101,-5,111,6,-6,-6,3,3,4,-2,0.2
CC(=O)Nc1ccc(S(=O)(=O)N2CCN(Cc3ccccc3[N+](=O)[O-])CC2)cc1,-14,-2,107,-11,11,3,0,-5,-4,-1,0.2
Cc1cccc(Nc2nc3c(c(=O)n(C)c(=O)n3C)n2Cc2ccccc2)c1,.,-2,105,-20,20,-2,-4,-2,1,26,1.4
C=CCSc1nc(N)c2c(C)c(C)sc2n1,27,-18,98,-7,7,2,-10,.,3,2,0.7
N#Cc1ccccc1S(=O)(=O)N1CCN(CC(O)CN2CCOCC2)CC1 (centres undefined),5,-5,.,-4,4,9,3,4,-3,2,-0.1
COc1ccc(OC)c(C(=O)c2coc3ccc(OC(C)=O)cc23)c1,-18,21*,99,3,-3,-7,3,16,-8,2,1.4
COc1cc(-c2ccc3sc(-c4ccsc4)c(C#CCO)c3c2)cc(OC)c1OC,-12,-3,103,69,-69,-6,-3,1,4,.,-3.5
CCN(c1ccc(OC)cc1)S(=O)(=O)c1cc(-c2cc(C)no2)ccc1C(C)C,-17,-1,102,39,-39,-11,-5,-16,1,.,.
O=C(NCCc1ccncc1)C12CC3CC(CC(C3)C1)C2,-4,4,100,-12,12,2,-5,-5,36,-1,2.4

# In a second layout: entries from further up.
structure | SUMO Mot1 rescue | PKA-R2B act | DSG3 Ab inh | SR-BI HDL uptake | SR-BI uptake up | dFosB act | PKA-R1A activ | MITF TRPM1 HTS | Arrestin-AP2 inh | NSD2 inh | CDK5 inh
CCc1cc(C(=O)N2CCc3c([nH]c4ccccc34)C2c2ccc(OC)cc2F)no1 (centres undefined) | -27 | -11 | 104 | 7 | -7 | -5 | -9 | -6 | 8 | -2 | -6.8
CCOC(=O)C1=C(N)N(c2ccccc2Oc2ccccc2)C(=O)C1 | -10 | -6 | 122 | -15 | 15 | 0 | -7 | -2 | -1 | -1 | 0.1
